Screening results deposited in PubChem by several laboratories.
HIV fusion peptide = inhibitors of HIV fusion peptide binding, primary screen, biochemical, uHTS, fluorescence dequenching (AID 1986); inhibition, % at 20 µM, or IC50 in µM where a hit was titrated; cell-free peptide binding, fluorescence dequenching, 30 min; higher % means a stronger effect; hit rate 0.3% among 290,000; in the data active means inhibition mostly above about 52%, no sharp cut-off; inactive means mostly below about 76%; further: some results filed as inactive read as strong as hits
NOD1 inhibition = NOD1 signaling inhibitors, primary screen, cell-based, luminescence, uHTS (AID 1578); one-dose inhibition, % at 4 µM; EC50 in µM for titrated hits; hit rate 1% among 290,000; NOD1-driven NF-kB luciferase reporter cells, luminescence; higher % means a stronger effect; in the data active means inhibition mostly above about 36%, no sharp cut-off; inactive means mostly below about 34%;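 further: HEK-293T reporter cells stimulated with the NOD1 agonist gamma-tri-DAP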
KOR beta-arrestin-1 = KOR antagonists, beta-arrestin recruitment, cell-based, luminescence, uHTS (AID 1778) | KOR beta-arrestin recruitment, luminescence, antagonist mode; higher % means a stronger effect | inhibition, % at 10 µM, or IC50 in µM where a hit was titrated | hit rate 0.091% among 290,000; further: strong numbers were not always called active
NOD2 inhibition = NOD2 signaling inhibitors, cell-based, luminescence, uHTS, HEK293 (AID 1566) | hit rate 0.63% among 290,000 | HEK293 NOD2/NF-kB luciferase reporter, luminescence; higher % means a stronger effect | one-dose inhibition, % at 4 µM; EC50 in µM for titrated hits; further: many of its hits are not listed in these tables
KOR beta-arrestin-2 = KOR agonists, beta-arrestin recruitment, primary screen, cell-based, luminescence, uHTS (AID 1777); KOR beta-arrestin recruitment, luminescence; higher % means a stronger effect; one-dose activation, % at 10 µM; EC50 in µM for titrated hits; hit rate 0.02% among 280,000; in the data active means activation above about 50%, passing the limit was not always enough; further: a part of the inactive calls stands beside numbers as strong as those of hits
Rac1 GTP hydrolysis = MgcRacGAP GTPase-activating activity inhibitors, confirmation, biochemical, ADP Hunter fluorescence; hit rate 0.6% among 340,000; MgcRacGAP-stimulated Rac1 GTP hydrolysis, ADP Hunter fluorescence; higher % means a stronger effect; GST-tagged Rac1 F28L mutant substrate; Rac GTPase-activating protein 1 (Homo sapiens); AID 624330, 2012; inhibition, % at 30 µM, or IC50 in µM where a hit was titrated;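 active means first-screen hits whose inhibition reached a set limit at any dose in the follow-up dose series; inconclusive means inhibition above the set first-screen limit but never retested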;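 further: fluorescence reports GDP produced by GAP-driven GTP hydrolysis; strong numbers were not always called active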
GPR55 antagonists = GPR55 antagonists blocking LPI-driven arrestin recruitment, primary screen, imaging, U2OS, beta-arrestin-GFP, LPI agonist (AID 2013); hit rate 0.13% among 290,000; U2OS GPR55 beta-arrestin-GFP translocation imaging, LPI antagonism; higher % means a stronger effect; inhibition, % at 10 µM; hits with a dose series show IC50 in µM;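 active means spots per cell inhibited over 60%, with over 100 cells counted and total cytoplasm intensity under 500,000; inconclusive means wells with under 100 cells, flagged as likely toxic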;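 further: U2OS cells stably carrying GPR55 and arrestin-GFP stimulated by 5 µM LPI near EC80; imaged beta-arrestin-GFP aggregate spots per cell after agonist stimulation; plate controls were LPI-stimulated DMSO wells for no effect and DMSO wells without LPI for full effect; some results filed as inactive read as strong as hits; confirmed hits need IC50 under 10 µM and bright autofluorescent wells are also inconclusive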
Large T inhibition = SV40 large T antigen inhibitors, biochemical (AID 1903). SV40 large T antigen ATPase/helicase inhibition assay; higher % means a stronger effect. inhibition, % at 20 µM; hits with a dose series show IC50 in µM. hit rate 0.39% among 310,000; in the data active means a potency from the dose series; inconclusive means inhibition mostly from about 32% at the one dose, without a potency; inactive means the rest, 99 in 100 with inhibition below about 32%; further: strong numbers were not always called active
GPR55 activation = GPR55 agonists via beta-arrestin recruitment, primary screen, imaging, U2OS cells, beta-arrestin-GFP redistribution (AID 1961); G-protein coupled receptor 55 (Homo sapiens); U2OS GPR55 beta-arrestin-GFP redistribution imaging; higher % means a stronger effect; activation, % at 10 µM, or EC50 in µM where a hit was titrated; hit rate 0.048% among 290,000;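 active means activation above 40% with more than 50 cells counted in the well; inconclusive means wells holding fewer than 50 cells, flagged as toxic or sparse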;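 further: U2OS osteosarcoma cells stably expressing GPR55 and beta-arrestin-GFP; plate controls were DMSO negative control for no effect and LPI positive control for full effect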
Numbers without * were called inactive; ? = inconclusive; / = no result given; [ ] = dose if it differs, or a comment. Unless noted, no stated cut-off is given here; in the data, active means inhibition above about 50%; inactive means the rest.

Order of values – HIV fusion peptide, NOD1 inhibition, KOR beta-arrestin-1, NOD2 inhibition, KOR beta-arrestin-2, Rac1 GTP hydrolysis, GPR55 antagonists, Large T inhibition, GPR55 activation
O=C1CCC(=O)N1CC(O)COc1ccccc1 (configuration not stated)
  0.3%, -2%, -4%, 13%, 3.2%, 7%, 9%, 23%, -0.1%
Cc1ccccc1N1CC2=C(C1=O)C(c1ccccc1)NC(=O)N2C (configuration not stated)
  -0.4%, 1%, -15%, 0%, 7.6%, 0%, 3%, 5%, -0.1%
CCn1c(SCC(N)=O)nc2c(c1=O)C1(CCCC1)Cc1ccccc1-2
  0.5%, -11%, 32%, 1%, -6.8%, 2%, 1%, -3%, -0.4%
Cc1ccc(S(=O)(=O)c2c(C)cc(C)nc2Oc2cccc(C)c2C)cc1
  -1.5%, 14%, 33%, 9%, 0.0%, 14%, 9%, -1%, -0.3%
Cc1ccc(NCC(O)Cn2cnc3c2c(=O)n(C)c(=O)n3C)cc1 (configuration not stated)
  0.6%, -4%, 6%, 21%, -6.0%, 7%, 3%, 17%, -0.2%
Cc1cc(=O)n(C)c2ccc(S(=O)(=O)N3CCOCC3)cc12
  0.6%, -9%, -39%[20 µM], 19%, 1.5%, 4%, -4%, 8%, -0.4%
COc1ccccc1NC(=O)c1sc2ncn(CC(=O)N3CCC(C)CC3)c(=O)c2c1C
  3.9%, -22%, -36%, 3%, -5.3%, 11%, 14%, 12%, -0.2%
CCOC(=O)c1ccc(Oc2nc(NC(C)(C)C)nc(N(C)C)n2)cc1
  -0.1%, -18%, -15%, 13%, -0.6%, 15%, 14%, -9%, -0.1%
CCOC(=O)C1CCCN(c2nc(C)nc3c2oc2ccccc23)C1 (configuration not stated)
  -2.1%, 11%, 5%, 22%, 7.4%, 9%, -15%, -3%, -0.2%
O=C(Cn1cnc2ccccc2c1=O)Nc1cccc(S(=O)(=O)N2CCCCC2)c1
  -1.3%, 4%, 14%, -4%, 2.1%, 8%, -5%, 26%, -0.3%
Fc1ccc(OCCOCCOc2cccc3[nH]ccc23)cc1
  -0.4%, -22%, -14%, 10%, -1.7%, 1%, -2%, 7%, 0.3%
CCOC(=O)c1cnc(-c2ccccc2)nc1N(C)C
  0.2%, -57%, -17%, -33%, 2.4%, 4%, 4%, 9%, 0.1%
CCOc1ccccc1N1CCN(C(=O)c2cc3cc(OC)ccc3[nH]2)CC1
  -2.5%, -14%, 18%, 11%, -4.1%, 10%, -10%, 14%, -0.1%
COc1ccc2nc(NC(=O)c3ccc(NS(=O)(=O)c4cccs4)cc3)sc2c1
  13%, -30%, 0%, 9%, 6.1%, 5%, 10%, 2%, 0.4%
CCN(CC)/C(=N\S(=O)(=O)c1ccccc1C)c1ccccc1
  0.3%, 30%, -40%, -16%, 0.6%, 1%, -22%, 5%, -0.1%
CN(C)S(=O)(=O)c1cccc(COC(=O)c2cccnc2Cl)c1
  0.9%, -14%, -18%, 2%, -3.4%, -1%, 2%, 12%, -0.2%
CCCCC(=O)NCCNc1nc2c(c(=O)n(C)c(=O)n2C)n1Cc1ccccc1
  1.2%, -25%, -18%, -18%, 6.3%, 4%, -3%, 6%, -0.1%
CC(=O)Nc1ccc(S(=O)(=O)NC2CC3CCC2C3)cc1 (configuration not stated)
  0.3%, -30%, -29%[20 µM], -3%, -2.9%, 9%, 5%, 9%, -0.3%
C=CCc1cccc(/C=N/NC(=O)CCC(=O)Nc2ccc(C)cc2)c1O
  0.4%, 42%, 36%, 28%, 1.2%, 8%, 3%, 4%, 0.1%
COc1cccc(OCc2cc(C3Nc4ccccc4C(=O)N3Cc3ccco3)ccc2OC)c1 (configuration not stated)
  20%, -14%, 28%, 16%, 13%, 11%, 7%, 21%, -0.3%
O=C(Nc1cc(N2CCCCC2)ncn1)c1ccccc1
  -2.0%, -38%, -22%[20 µM], -45%, 1.2%, 15%, -2%, 0%, 0.3%
O=C(NCC1CCCO1)c1ccccn1 (configuration not stated)
  2.8%, -28%, -26%, -4%, 1.1%, 10%, -6%, 6%, 0.4%
O=C(c1ccc([N+](=O)[O-])cc1)N1CCc2ccccc2C1
  -1.6%, -53%, 9%, -6%, -1.7%, -2%, -2%, 16%, 0.5%
Cc1c(Cl)cccc1NS(=O)(=O)c1c(C(=O)N2CCOCC2)c(C)n(C)c1C
  -0.7%, -10%, -7%, 14%, 2.3%, -17%, -12%, 9%, -0.3%
Cc1ccn(CCC(=O)Nc2ccc3c(c2)OCO3)n1
  -3.1%, -36%, -20%, -9%, -4.7%, 13%, 6%, 12%, -0.1%
COc1ccccc1CNC(=O)c1cn(C)c2ccc(S(=O)(=O)N3CCCCC3)cc2c1=O
  0.2%, -38%, -16%, -7%, 2.9%, /, 2%, 11%, -0.2%
COc1ccc(-c2nn3c(-c4ccccc4)nnc3s2)cc1
  -0.4%, -13%, -1%, 17%, 15%, 6%, 6%, 11%, -0.2%
COc1ccc(NC(=O)Nc2ccccc2OC)cc1
  -2.6%, -92%, -48%, -39%, 1.0%, 7%, 0%, 8%, 0.1%
Cc1ccc(S(=O)(=O)Nc2ccc(Oc3cccnc3)nc2)cc1
  -2.1%, 0%, 3%, 16%, -5.2%, -1%, 11%, 9%, 0.2%
COc1ccc2c(c1)c1nc3ccccc3nc1n2CCn1c(=O)oc2ccccc21
  6.4%, -24%, -11%, 10%, 3.4%, 0%, 6%, -6%, -0.2%
NS(=O)(=O)c1ccc(N/C=C\C(=O)c2ccncc2)cc1
  -1.1%, -35%, -40%, 0%, 1.7%, 2%, 3%, 5%, 0.3%
CC(NC(=O)CC12CC3CC(CC(C3)C1)C2)C(=O)O (configuration not stated)
  -1.0%, /, -11%, 20%, -0.2%, 8%, 2%, 11%, 0.0%
Cc1onc(-c2ccccc2)c1C(=O)NCC1CCCO1 (configuration not stated)
  -2.2%, -2%, 15%, 13%, -3.2%, 10%, -8%, 2%, -0.2%
Fc1ccccc1/C=N/Nc1nc2ccccc2o1
  -0.6%, -1%, -44%, -111%, 7.3%, 10%, 6%, 13%, 0.4%
CSc1ccccc1NC(=O)CN(C)CC(=O)Nc1cccc(Br)c1
  -1.3%, 7%, 14%, 11%, -6.9%, 4%, 16%, 4%, -0.3%
Cc1ccc(NC(=O)Nc2cccc([N+](=O)[O-])c2)nc1
  -0.8%, -22%, -14%, -15%, -3.7%, 4%, 11%, 1%, -0.2%
Cc1ccccc1NC(=O)CC(O)(C(F)(F)F)C(F)(F)F
  1.4%, -3%, -14%, 3%, 1.2%, 7%, 13%, 9%, 0.3%
Cn1c(=O)c2c(ncn2CC(=O)N/N=C/C=C\c2ccccc2[N+](=O)[O-])n(C)c1=O
  -1.3%, 6%, /, 13%, /, /, -4%, 11%, -0.3%
COc1ccc(S(=O)(=O)Nc2cccc(NC(C)=O)c2)cc1
  -1.4%, -13%, 11%, 1%, 2.0%, 6%, 4%, 2%, -0.1%
Cn1ncc([N+](=O)[O-])c1C(=O)Nc1ccc2c(c1)OCCO2
  -2.0%, 2%, -10%, -13%, 2.3%, 11%, 3%, 14%, 0.4%
Cc1cc(=O)cc(C)n1-c1ccccc1N
  0.2%, 5%, -14%[20 µM], 12%, -1.6%, 6%, -21%, 7%, -0.2%
Cc1ccc(S(=O)(=O)N2CCOCC2)cc1C(=O)Nc1ccccc1F
  3.1%, -11%, -20%, 14%, 2.5%, 5%, 3%, 8%, -0.2%
CCc1ccc(-c2nc(CS(=O)CC(=O)NCCc3ccccc3)c(C)o2)cc1 (configuration not stated)
  -0.4%, -23%, 20%, 5%, -7.1%, 7%, 8%, 10%, 0.3%
CCOC(=O)c1c(C)[nH]c(C)c1C(=O)COC(=O)c1ccc(OC)cc1
  -1.8%, -34%, -16%, 12%, -1.1%, 3%, -13%, 5%, -0.3%
C[C@H](NC(=O)OCc1ccccc1)c1nnc([C@H](Cc2ccccc2)NC(=O)OC(C)(C)C)o1
  0.8%, 7%, 11%, 15%, -0.9%, 12%, -1%, 10%, 0.4%
CC(=O)Nc1ccc(-c2ccc(NC(C)=O)c(O)c2)cc1O
  3.8%, -8%, 17%, -8%, -2.3%, 15%, -1%, 15%, 0.6%
CC1CCCC(C)N1C(=S)NCc1ccco1 (configuration not stated)
  3.4%, -6%, -14%, -7%, -2.8%, 2%, 8%, 19%, 0.2%
CCN1CCCC1CNS(=O)(=O)c1ccc(Br)cc1 (configuration not stated)
  -2.6%, -2%, 26%, -41%, -2.4%, 7%, 10%, 5%, -0.3%
Cc1ccc(-c2nc(SCC(=O)NCCN3C(=O)CSC3=O)[nH]c2-c2ccc(C)cc2)cc1
  7.9%, -16%, 9%, -6%, 2.4%, /, 0%, 3%, -0.1%
C=CCNC(=O)CSc1nc2sc(C)c(C)c2c(=O)[nH]1
  -0.8%, -19%, 42%, 18%, -6.0%, 6%, 11%, 2%, 0.3%
Cn1c(=O)c2c(ncn2CC(=O)N2CCN(C(=O)c3ccco3)CC2)n(C)c1=O
  -1.4%, -6%, /, 6%, /, 5%, 5%, 7%, -0.1%
CCC(=O)Nc1ccc(OCC2CCCO2)cc1 (configuration not stated)
  -0.4%, -26%, -41%[20 µM], 4%, -0.9%, 1%, -4%, 17%, -0.4%
Cc1cccc(OCCOCCN2CCOCC2)c1C
  -0.6%, 0%, 7%, 6%, -4.4%, 9%, 12%, -1%, -0.1%
COc1ccc(C2C(C(=O)c3ccc(C)o3)=C(O)C(=O)N2c2cc(C)on2)cc1OC (configuration not stated)
  0.8%, -14%, 0%, 0%, -3.1%, 14%, 11%, 9%, 0.0%
O=C(c1ccccc1)N1CN2CN(C(=O)c3ccccc3)CC([N+](=O)[O-])(C2)C1
  1.2%, -21%, 33%, 15%, -2.6%, 5%, -1%, 26%, -0.2%
COc1cc(S(=O)(=O)Nc2ccccn2)ccc1F
  -0.8%, 24%, /, -11%, 3.2%, 7%, 2%, 6%, -0.1%
O=C(c1ccc(Cl)cc1)N1CCN(c2cccc3[nH]ccc23)CC1
  -1.6%, -3%, 25%, 5%, 0.2%, ?, 5%, ?, -0.1%
CN1C(=O)C(=O)N(CC(=O)N2CCc3ccccc32)C1=O
  -2.9%, 10%, -5%, 1%, 0.0%, 0%, 21%, 32%, 0.0%
CCN1/C(=C2\C(=O)N(C)C(=S)N2c2ccccc2)C=Cc2ccccc21
  -1.1%, -12%, 9%, 6%, -0.4%, -16%, -10%, 31%, -0.1%
COc1ccc(CNC(=O)c2oc3ccc(S(=O)(=O)N4CCOCC4)cc3c2C)cc1
  1.9%, 7%, 13%, 18%, -4.8%, 5%, 1%, 10%, -0.2%

This is a subset, so the mix of outcomes need not match the whole.
